AT treatment – potential ataxia-telangiectasia treatments restoring KAP-1 phosphorylation. […] A-T fibroblasts, KAP-1 phosphorylation AlphaLISA; neocarzinostatin DNA damage 30 min before lysis. 320,000 compounds, 0.19% hits. AID 485349. Potency, µM (top dose mostly 57.5 µM), inactives show at the top dose activation, most hits filed as activators; also: potency is read from the fitted curve at half-maximal effect; % of control where 0% means no effect; nearly all actives have a fitted effect of over 45% in size
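ATM-like activity read as KAP-1 phosphorylation via AlphaLISA donor/acceptor antibody pairs after lysis and 6 hr at 25C. Cells were ATM-null patient fibroblasts ([…], hTERT), dosed 60 min, then exposed to the DSB inducer NCS for 30 min.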
hERG WT inh – inhibitors of human wildtype KCNH2 potassium channel; U2OS, BacMam KCNH2, thallium flux FluxOr; hits give low values; activity change, % at 1.84 µM; 340,000 compounds, 0.37% hits; AID 720551;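 active = maximum activity change below -70%; inconclusive = maximum activity change between -70% and -50%; inactive = maximum activity change above -50%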; also: % is scaled to controls: 0 for no effect and ±100 for the full control effect
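U2OS cells transduced with wild-type KCNH2 virus are loaded with FluxOr dye for 45 min, and thallium flux is measured in kinetic reads before and after stimulation buffer. Rate constants are normalized to DMSO controls.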
FBPA coupling cs – inhibits coupling enzyme system, counter-screen for aldolase hits; AID 2472; activity change, negative = inhibition, % at 58.2 µM, hits read low; coupling enzyme system counterscreen, AmpLite Red fluorescence; 290,000 compounds, 0.67% hits; in the data active = activity change below about -30%; also: % is scaled to controls: 0 for no effect and ±100 for the full control effect
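Counterscreen lacking aldolase: glyceraldehyde-3-phosphate coupling-enzyme reagent preincubated 10 min at RT with compound (at 57.5 uM final), then substrate/coupling system with AmpLite Red added; fluorescence read at 525/598 nm after 20 min RT.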
TSHR antagonist – blocks TSH signaling through the human TSH receptor; AID 504810; 330,000 compounds, 0.2% hits; activity change, negative = inhibition, % at 11.5 µM; TSHR-expressing cells, TSH-stimulated cAMP HTRF, 2 h; hits give low values;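 active = activity change below a set negative limit, meaning inhibition stronger than a set level, cut at about -70% in these data; inconclusive = activity change between two set negative limits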; also: % is scaled to controls: 0 for no effect and ±100 for the full control effect
Target sequence (P16473 whole entry, looked up): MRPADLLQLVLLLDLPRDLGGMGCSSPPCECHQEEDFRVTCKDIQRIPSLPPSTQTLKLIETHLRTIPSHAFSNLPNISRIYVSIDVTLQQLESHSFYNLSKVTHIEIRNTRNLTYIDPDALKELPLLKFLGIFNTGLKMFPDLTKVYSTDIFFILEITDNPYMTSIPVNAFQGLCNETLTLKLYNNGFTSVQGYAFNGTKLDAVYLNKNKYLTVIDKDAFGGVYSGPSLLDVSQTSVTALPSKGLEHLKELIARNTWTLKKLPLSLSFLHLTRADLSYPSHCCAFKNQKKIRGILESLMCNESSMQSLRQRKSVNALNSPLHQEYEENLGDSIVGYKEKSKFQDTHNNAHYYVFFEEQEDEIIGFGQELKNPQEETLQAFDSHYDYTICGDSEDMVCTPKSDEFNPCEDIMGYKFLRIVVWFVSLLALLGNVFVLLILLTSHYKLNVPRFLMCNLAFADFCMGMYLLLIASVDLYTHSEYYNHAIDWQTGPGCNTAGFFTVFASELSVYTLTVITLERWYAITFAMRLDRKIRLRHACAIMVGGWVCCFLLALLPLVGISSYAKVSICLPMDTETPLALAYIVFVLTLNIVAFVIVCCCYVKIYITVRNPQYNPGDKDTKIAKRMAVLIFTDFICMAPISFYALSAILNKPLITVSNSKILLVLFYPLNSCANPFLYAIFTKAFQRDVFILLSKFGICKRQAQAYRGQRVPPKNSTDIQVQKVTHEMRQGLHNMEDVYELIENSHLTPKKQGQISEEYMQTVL
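Freshly harvested TSHR cells receive pin-tooled compound, then EC80 TSH at 4nM final. After 2 hours at 37 deg C, antibody in lysis buffer and cAMP-d2 are added; 30 minutes at ambient temperature precede the HTRF read.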
CXXC DNA block – inhibitors of human MLL CXXC domain-DNA interaction; MLL-CXXC / FITC-HOXA9 DNA fluorescence polarization; Potency, µM (highest dose often 115 µM), for inactives: at the top dose activity change, negative = inhibition, most hits filed as inhibitors; 290,000 compounds, 0.037% hits; active = well fitted inhibition curve with a large enough effect in the polarisation, with a control signal flat, not every such curve was filed as active; inconclusive = small, poorly fitted or top-dose-only effect, or effect the other way, or a change in a side signal; inactive = no such curve, though single readings can be large or run the other way; the % refers to the polarisation; also: potency is read from the fitted curve at half-maximal effect
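Purified MLL-CXXC (added from a 7 uM solution) was preincubated 5 min at ambient with pinned compounds in 50 mM Tris-HCl pH 7.5, 50 mM NaCl, 1 mM DTT, 0.05% BSA. Fluorescein-labeled HOX-A9 DNA (50 nM solution) followed, 30 min, then polarization read.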
Giardia killer – kills Giardia lamblia; activity change, % at 7.66 µM, hits read low; 340,000 compounds, 0.15% hits; AID 540267; Giardia lamblia trophozoite viability; in the data active = activity change below about -80%; inconclusive = between about -30% and that limit;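 also: parasites exposed to compound for two days anaerobically before the ATP read; % is scaled to controls: 0 for no effect and ±100 for the full control effect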
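Anaerobic 48 hrs incubation at 37 deg C of 100 trophozoites/well with test compounds; ATPLite 1-Step luminescence, 15-30 min RT, reports cellular ATP as viability.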
BCR signal inh – chronic active BCR signaling inhibition; ABC-DLBCL IkBa-CBG/CBR reporter, luminescence ratio, 4 h; Potency, µM (series often up to 46.1 µM), for the others: at the top dose ratio change, negative = lower green/red ratio, most hits filed as inhibitors; 340,000 compounds, 0.05% hits; AID 493014; active = well fitted inhibition curve with a large enough effect in the signal ratio, with a control signal flat, not every such curve was filed as active; inconclusive = small, poorly fitted or top-dose-only effect, or effect the other way, or a change in a side signal; the % refers to the signal ratio;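 also: potency is read from the fitted curve at half-maximal effect; plate controls were basal doxycycline-induced cells for no effect and cells given 10 µM MG132 for full effect; MG132 reads +100%, hits lower the ratio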
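TMD8 human ABC-DLBCL cells with doxycycline-inducible IκBα–green luciferase fusion and unfused red luciferase, in 0.5% FBS medium; compounds up to 46 uM, 4 h at 37C. Green/red luminescence ratio, filter-overlap corrected, fitted to concentration-response curves.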
GALK inhibitor – blocks human galactokinase activity. P51570. Purified GALK, Kinase-Glo residual ATP luminescence. Potency, µM (titrated, usually from 57.5 µM), for the others: at the highest dose activity change, negative = inhibition, usual class: inhibitors. 270,000 compounds, 0.007% hits; also: potency is read from the fitted curve at half-maximal effect; % is scaled to controls: 0 for no effect and ±100 for the full control effect
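Galactose (100 uM) and ATP (35 uM) were turned over by 5 nM GALK for 1 h at RT. Kinase-Glo Plus then converted the remaining ATP into a luminescent signal.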
TCR act – activators of T cell receptors; primary human leukocytes, anti-CD3, IL-2 HTRF, 48 h; Potency, µM (titrated, usually from 9.22 µM), for inactives: at the top dose activation of IL-2 secretion, most hits filed as activators; 330,000 tested, under 10 active; AID 504894; also: % of control where 0% means no effect
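IL-2 release read by HTRF sandwich (Eu cryptate donor, d2 acceptor, 665 nm emission) after 48 hr exposure of primary human leukocytes to compound together with anti-CD3 beads in the absence of co-stimulatory signals.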
Tb PFK block – blocks T. brucei phosphofructokinase; 330,000 compounds, 0.17% hits; Potency, µM (highest dose often 57.5 µM), for inactives: at the highest dose activity, negative = inhibition, hits mostly inhibitors; T. brucei PFK, ADP-Glo luminescence; O15648; AID 485367;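 also: potency is read from the fitted curve at half-maximal effect; 0% = uninhibited 1x PFK enzyme wells and -100% = no-enzyme wells; nearly all actives have a fitted effect of over 60% in size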
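Activity is normalized to no-enzyme wells (full inhibition) and 1.25 nM enzyme wells (no inhibition). Reaction: 0.5 mM F6P, 0.1 mM ATP, 45 min RT, ADP-Glo luminescence; concentration-response curves fitted and classed by quality.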
Active calls of the source: *; ? = inconclusive; nt = no result given; [ ] = another dose, or the depositor's remark. Unless noted, calls follow the shape of the dose curve; as a rule, active = well fitted curve in the direction sought with a large enough effect; inconclusive = small, poorly fitted or top-dose-only effect, or another doubt; inactive = no such curve, though single readings can be large; an effect the other way counts as inactive or inconclusive.

SMILES | AT treatment | hERG WT inh | FBPA coupling cs | TSHR antagonist | CXXC DNA block | Giardia killer | BCR signal inh | GALK inhibitor | TCR act | Tb PFK block
O=C(/C=C/c1ccc(Cl)cc1Cl)NCCSCc1ccccc1 | 1% | -3 | -3 | ? | 2% | -11 | ? | -3% | 2%[46.1 µM] | -4%
CCCCCn1c(=O)[nH]c2cc(C(=O)NCCCN3CCCCC3C)ccc2c1=O (stereo not drawn) | -11% | 7 | 4 | -5 | 5% | 4 | 0% | 6% | 5% | 4%
O=C(Nc1ccc(-n2cnnn2)cc1)c1cn2ccccc2n1 | 0% | -6 | -2 | -6 | -8% | -3 | 0% | 0% | 6% | -4%
CCOC(=O)C(=Cc1ccc(-c2ccsc2C(=O)OC)o1)C(=O)OCC | 2% | -2 | -1 | -8 | -2% | 2 | ? | -5% | -2% | 3%
COC(=O)C1(CC2CC(c3ccc(Cl)cc3)=NO2)CCN(C(=O)OC(C)(C)C)CC1 (stereo not drawn) | -4% | 20 | nt | -24 | nt | 6 | 0% | nt | 13% | 0%
Cn1c(SCC(=O)NC(=O)NCc2ccccc2)nnc1C(F)(F)F | 4% | 25 | nt | 72 | nt | -3 | 0% | nt | 6% | -9%
CCCCNC(=O)c1ccc(NC(C)=O)c(Cl)c1 | 0% | 1 | 1 | 0 | 17% | 3 | 3% | 4% | -2% | -5%
COc1cccc(C(=O)N2CCC(O)(c3cccnc3)CC2)c1 | 6% | 8 | 2 | -9 | 12% | -11 | 3% | 0% | -6% | 2%
COc1ccc(C(=O)NNC(=O)CCC(=O)NNC(=O)c2ccc(OC)cc2)cc1 | 4% | 0 | 2 | -8 | 10% | 6 | ? | -2% | 0% | -8%
Cc1cc(N2CCCC2)ccc1NC(=O)CN1C(=O)NC(C)(c2ccccc2)C1=O (stereo not drawn) | 2% | -2 | nt | 21 | 8% | 5 | -7% | -3% | 7% | -1%
COc1ccc([C@H]2CC(=O)C=C(c3cc4ccccc4c4ccccc34)C2)cc1 | 6% | 1 | nt | 6 | nt | 46[activator] | -3% | nt | -3% | 4%
Cc1n[nH]c(C)c1CCCCOc1ccccc1[N+](=O)[O-] | -1% | 11 | 0 | -32 | 10% | 14 | -20% | -3% | 2% | 5%
COc1ccc(NC(=O)CSc2nnc(NC(=O)CN3CCOCC3)s2)cc1 | 0% | nt | 3 | -8 | -6% | 5 | 0% | 13% | 8% | -1%
O=C(NCCCO)C(=O)Nc1cc2c3c(c1)CCN3C(=O)CC2 | 1% | nt | -1 | 34 | -1% | -24 | -2% | 9% | 7% | -5%
C=CCNC(=O)c1ccccc1Cl | -1% | -2 | 2 | 6 | 0% | -10 | -7% | -1% | nt | 0%

Structures above that have a halogen:
SMILES | AT treatment | hERG WT inh | FBPA coupling cs | TSHR antagonist | CXXC DNA block | Giardia killer | BCR signal inh | GALK inhibitor | TCR act | Tb PFK block
O=C(/C=C/c1ccc(Cl)cc1Cl)NCCSCc1ccccc1 | 1% | -3 | -3 | ? | 2% | -11 | ? | -3% | 2%[46.1 µM] | -4%
COC(=O)C1(CC2CC(c3ccc(Cl)cc3)=NO2)CCN(C(=O)OC(C)(C)C)CC1 (stereo not drawn) | -4% | 20 | nt | -24 | nt | 6 | 0% | nt | 13% | 0%
Cn1c(SCC(=O)NC(=O)NCc2ccccc2)nnc1C(F)(F)F | 4% | 25 | nt | 72 | nt | -3 | 0% | nt | 6% | -9%
CCCCNC(=O)c1ccc(NC(C)=O)c(Cl)c1 | 0% | 1 | 1 | 0 | 17% | 3 | 3% | 4% | -2% | -5%
C=CCNC(=O)c1ccccc1Cl | -1% | -2 | 2 | 6 | 0% | -10 | -7% | -1% | nt | 0%

The listing picks up with the two entries that preceded the break.
SMILES | AT treatment | hERG WT inh | FBPA coupling cs | TSHR antagonist | CXXC DNA block | Giardia killer | BCR signal inh | GALK inhibitor | TCR act | Tb PFK block
O=C(NCCCO)C(=O)Nc1cc2c3c(c1)CCN3C(=O)CC2 | 1% | nt | -1 | 34 | -1% | -24 | -2% | 9% | 7% | -5%
C=CCNC(=O)c1ccccc1Cl | -1% | -2 | 2 | 6 | 0% | -10 | -7% | -1% | nt | 0%
COc1ccccc1C(=O)Nc1ccc(C)c(S(=O)(=O)N2CCCCC2)c1 | 7% | -18 | nt | -21 | nt | 23 | ? | nt | -6% | -1%
O=C1Nc2ccc(S(=O)(=O)N3CCCC3)c3ccc(S(=O)(=O)N4CCCC4)c1c23 | 0% | 19 | 4 | -4 | 0% | -3 | 0% | 6% | 2% | 0%
COc1ccc(-c2cc(C(F)(F)F)nc(SCCC(=O)NCc3ccco3)n2)cc1 | 1% | 1 | 1 | -8 | 9% | 5 | -8% | -3% | 2%[46.1 µM] | 2%
CCC(C)(C)NC(=O)c1ccc(S(=O)(=O)N(C)c2ccccc2OC)cc1 | nt | 23 | 2 | nt | 3% | -1 | nt | 1% | 6% | nt
CC(=O)N1CCC(N(CCN2CCOCC2)C(=S)Nc2c(C)cccc2C)CC1 | -1% | 0 | 2 | 5 | 10% | 9 | 0% | 0% | 0% | -1%
O=C1[C@@H]2C(c3cccnc3)=NO[C@@H]2C(=O)N1c1ccc2ccccc2c1 | 3% | 9 | -1 | 8 | 2% | -5 | 1% | 1% | 0% | 0%
CC(Oc1ccccc1F)C(=O)NCCN1CCCCC1 (stereo not drawn) | 1% | 2 | -4 | -9 | 0% | 8 | 4% | -1% | -3% | -4%
CC(=O)c1ccc(NC(=O)CSc2nnc(Cn3c(=O)sc4ccccc43)n2C)cc1 | -1% | 4 | 6 | -12 | 2% | 3 | 0% | 0% | 3%[46.1 µM] | -3%
CN1C(=O)Cn2c1nc1ccccc12 | 4% | 15 | 3 | -4 | 0% | 3 | -2% | 6% | 4% | -3%
CCN1CCN(C(=O)CCc2nnc3ccc(N4CCN(c5cccc(OC)c5)CC4)nn23)CC1 | -5% | -5 | 2 | 40 | 38%[activator] | 24 | -4% | -2% | -4% | 0%
Cc1nc2scc(-c3ccccc3)c2c(=O)n1N=C1C=CC(=O)C=C1 | -1% | -3 | -1 | 3 | 2% | -8 | ? | -1% | -5% | 5%
CCN=C1SC(C(=O)NCCc2ccccc2)CC(=O)N1CC (stereo not drawn) | 2% | -5 | 2 | 12 | 6% | 2 | 6% | 4% | 2% | 2%
COc1cc(OC)cc(C(=O)Nc2nnc(-c3cccnc3)o2)c1 | -2% | 6 | 0 | -4 | -1% | 10 | 2% | 12% | 7% | 1%
CCSC1=NCCN1S(=O)(=O)c1ccc(NC(C)=O)cc1 | -4% | -2 | 3 | -7 | -1% | 7 | -1% | 1% | 9% | 0%
COc1cc(NC(=O)CN2C(=O)NC(C)(CC(C)C)C2=O)cc(OC)c1 (stereo not drawn) | 11% | -4 | 0 | 0 | -3% | 32[activator] | -1% | -3% | 1% | -7%
CCC(=O)N(CCc1ccccc1C)Cc1cc2ccc(C)cc2[nH]c1=O | 1% | -21 | 0 | -7 | 7% | 0 | -2% | -2% | 4% | 0%
COc1ccc(NC(=O)CSc2nncn2N)c(OC)c1 | 7% | 10 | 2 | 5 | -1% | -4 | -1% | -4% | 3% | -3%
O=C(/C=C/c1ccccc1)CC(=O)c1ccccc1O | 4% | nt | -2 | -14 | -19% | -23 | 14% | -1% | 5% | 0%
O=C(NC1CCCCCC1)c1ccc(S(=O)(=O)NCc2ccco2)cc1 | 1% | 8 | 2 | 10 | 6% | -5 | ? | 0% | -2% | -2%
CCC(C)/C(C)=N/Nc1ccc(S(N)(=O)=O)cc1[N+](=O)[O-] (stereo not drawn) | -4% | 7 | 0 | -3 | 5% | 4 | 4% | 8% | -3% | -3%
Cc1ccc(S(=O)(=O)Nc2ccc(NC(=O)c3cccnc3)cc2)cc1 | 1% | 0 | -2 | -20 | 10% | 1 | ? | -1% | 11% | -7%
COc1cc(CNc2cccc(C(=O)O)c2)cc(Br)c1OCC(=O)NC(C)(C)C | nt | 13 | 12 | -32 | -10% | 7 | 9% | -5% | 2%[46.1 µM] | 1%
CNC(=O)/C(C#N)=c1\s/c(=C/C(=O)OC)c(=O)n1-c1ccccc1 | -4% | 0 | 3 | -4 | 2% | -10 | -4% | 1% | -3% | 0%
COc1cc(OC)c(NS(=O)(=O)c2cc(C(=O)OC(C)C(=O)NC3CC3)c(Cl)cc2Cl)cc1Cl (stereo not drawn) | -2% | -2 | 3 | -3 | 4% | 4 | -1% | 1% | 1%[46.1 µM] | 0%
COc1ccccc1OCCNC(=O)C1CC(=O)N(c2ccccc2OC)C1 (stereo not drawn) | 5% | -9 | nt | 18 | nt | 27 | ? | nt | 2% | 0%

Screening results as filed in PubChem BioAssay.
